# Screens (PubChem BioAssay)
# NCOA3 inh = inhibitors of human steroid receptor coactivator 3 (SRC3) | Q9Y6Q9 | inhibition, % at 3.6 µM | AID 588352 | HEK293 GAL4-SRC3 luciferase reporter, luminescence | 0.17% of 360,000 active;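 active = inhibition above a per-campaign cutoff, the mean of all compounds plus 3 SD, cut at about 60% in these data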;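 note: 0% = DMSO-treated cells and 100% = gossypol-treated cells at 36 µM; higher means less SRC3-driven luciferase light from the GAL4 reporter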
# CF NFkB inh = cystic fibrosis NF-kB activation inhibition. 0.86% of 360,000 active. KKLEB NF-kB-GFP reporter, PAF-induced, GFP fluorescence overnight. AID 588850. inhibition, % at 5 µM;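 active = at least 50% inhibition at 5 µM, scaled per plate between neutral and stimulator controls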;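 note: PAF is a Pseudomonas aeruginosa culture filtrate used as stimulus; plate controls were PAF-stimulated DMSO wells for no effect and unstimulated DMSO wells for full effect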
# NR5A2 inv ag = suppresses constitutive activity of human LRH-1 | O00482 | AID 602396 | 0.13% of 360,000 active | inhibition, % at 3.6 µM | HEK293T StAR-luciferase reporter, LRH-1 transfected, 24 h;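 active = inhibition above the mean inhibition of all tested compounds plus 3 SD, cut at about 73% in these data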;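 note: 0% = DMSO wells and 100% = reporter-only cells lacking LRH-1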
# EBV LMP1 NFkB = inhibitors of Epstein-Barr LMP1-induced NF-kappaB reporter; LMP1-induced NF-kappaB luciferase reporter cells, luminescence; inhibition, % at 12.5 µM; 0.69% of 350,000 active; in the data active = inhibition above about 41%;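 note: 0% = neutral control wells and 100% = reference inhibitor control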
# KKLEB cytotox = CF airway cell cytotoxicity counter-screen; activity change (cytotoxicity), % at 5 µM; 0.36% of 360,000 active; AID 602141; KKLEB CF airway cells viability, ATPlite luminescence, overnight; stronger effect = lower value; cells stimulated with P. aeruginosa culture filtrate;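 active = corrected activity change at or below -50% at 5 µM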
# Shn3 3UTR inh = reduces Shn3 3'UTR luciferase signal in osteoblasts; inhibition, % at 12.5 µM; 0.52% of 360,000 active; Clone20 osteoblast Shn3 3'UTR firefly luciferase, 24 h;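 active = mean inhibition of at least 75% with every replicate also reaching 75%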;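 note: 0% = median of neutral control wells and 100% = pilot-screen positive control compound; some compounds past the cut are filed as inactive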
# C8 TRAIL sens = sensitizes caspase-8 expressing cells to TRAIL | NB7+C8 cells + TRAIL, ATPlite viability luminescence | 1% of 360,000 active | inhibition (viability loss, TRAIL sensitization), % at 10 µM;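 active = compounds causing at least 50% loss of cell viability in the single-dose screen, relative to plate controls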
# NCOA1 inh = human NCOA1 inhibition. Q15788. HEK293 GAL4-SRC1 luciferase reporter, luminescence. inhibition, % at 3.6 µM. 0.12% of 360,000 active. AID 588354;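 active = inhibition above the campaign mean plus 3 SD, with each screening campaign given its own cutoff, cut at about 60% in these data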;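 note: 0% = DMSO treated cells and 100% = gossypol at 36 µM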
# Target sequence (Q15788 whole entry, looked up, the tested form may be a part): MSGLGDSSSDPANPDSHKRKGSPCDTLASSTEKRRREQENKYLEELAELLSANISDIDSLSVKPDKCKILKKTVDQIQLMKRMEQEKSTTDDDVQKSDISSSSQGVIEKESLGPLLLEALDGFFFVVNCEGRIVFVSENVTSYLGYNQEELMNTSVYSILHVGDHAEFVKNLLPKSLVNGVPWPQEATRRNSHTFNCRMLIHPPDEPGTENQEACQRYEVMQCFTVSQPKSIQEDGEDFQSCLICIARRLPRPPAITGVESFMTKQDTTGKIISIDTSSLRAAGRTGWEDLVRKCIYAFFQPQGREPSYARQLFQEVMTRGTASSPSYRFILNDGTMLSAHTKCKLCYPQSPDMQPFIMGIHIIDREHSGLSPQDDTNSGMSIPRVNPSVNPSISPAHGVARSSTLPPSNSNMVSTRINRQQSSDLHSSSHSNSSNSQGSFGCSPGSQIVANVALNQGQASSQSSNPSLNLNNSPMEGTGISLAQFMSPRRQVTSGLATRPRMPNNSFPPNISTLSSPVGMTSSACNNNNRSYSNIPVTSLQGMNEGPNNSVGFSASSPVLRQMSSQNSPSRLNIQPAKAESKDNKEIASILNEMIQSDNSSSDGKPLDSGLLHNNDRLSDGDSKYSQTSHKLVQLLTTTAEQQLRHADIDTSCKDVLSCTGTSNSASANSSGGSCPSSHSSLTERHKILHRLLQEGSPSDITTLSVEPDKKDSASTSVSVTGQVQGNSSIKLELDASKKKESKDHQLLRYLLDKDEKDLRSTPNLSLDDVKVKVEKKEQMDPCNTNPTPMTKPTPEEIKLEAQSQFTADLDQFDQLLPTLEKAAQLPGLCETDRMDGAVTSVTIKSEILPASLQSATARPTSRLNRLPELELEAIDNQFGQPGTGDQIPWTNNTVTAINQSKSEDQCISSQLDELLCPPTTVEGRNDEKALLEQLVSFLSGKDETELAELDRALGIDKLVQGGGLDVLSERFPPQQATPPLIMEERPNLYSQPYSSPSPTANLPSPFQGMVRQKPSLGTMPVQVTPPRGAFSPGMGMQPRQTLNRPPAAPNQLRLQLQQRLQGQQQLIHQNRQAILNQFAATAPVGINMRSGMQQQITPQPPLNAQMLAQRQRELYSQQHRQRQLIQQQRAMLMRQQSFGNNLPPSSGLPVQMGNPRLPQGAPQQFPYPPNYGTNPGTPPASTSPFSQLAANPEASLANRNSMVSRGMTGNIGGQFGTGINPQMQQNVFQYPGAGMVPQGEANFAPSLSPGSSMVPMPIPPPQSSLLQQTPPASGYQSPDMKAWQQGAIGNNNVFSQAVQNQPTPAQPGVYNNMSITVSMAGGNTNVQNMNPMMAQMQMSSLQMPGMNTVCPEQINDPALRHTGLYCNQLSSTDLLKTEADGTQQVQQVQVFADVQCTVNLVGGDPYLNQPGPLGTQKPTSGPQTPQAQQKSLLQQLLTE
# TROY signal inh = inhibitors of TROY-dependent NF-kB signaling. AID 1347056. inhibition, % at 10 µM. Q293 LMP1-TROYcd NF-kB luciferase reporter, 4 h. 0.98% of 360,000 active;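 active = compounds whose plate-normalised and pattern-corrected inhibition of the luciferase reporter signal at the single screening dose is 50% or more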
# TWEAK-Fn14 inh = TWEAK-Fn14 signaling inhibition; TWEAK-stimulated Fn14 reporter cells, luciferase luminescence, 8 h; 2% of 360,000 active; AID 1159606; inhibition, % at 10 µM; in the data active = inhibition above about 50%
# COUP-TFII inh = inhibitors of human COUP-TFII (NR2F2). P24468. HEK293T NGFI-A luciferase reporter, luminescence. inhibition, % at 8.6 µM. 0.7% of 370,000 active. AID 686940;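 active = inhibition above a per-plate cutoff, mean inhibition of test wells between control levels plus 3 SD, cut at about 38% in these data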;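 note: cells cotransfected with COUP-TFII expression vector driving the NGFI-A reporter; 0% = median of COUP-TF2 test wells and 100% = reporter-only cells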
# * marks the source's active call; other numbers are inactive results; . = not tested or not shown.
SMILES,NCOA3 inh,CF NFkB inh,NR5A2 inv ag,EBV LMP1 NFkB,KKLEB cytotox,Shn3 3UTR inh,C8 TRAIL sens,NCOA1 inh,TROY signal inh,TWEAK-Fn14 inh,COUP-TFII inh
COc1ccc(C2=NO[C@@H]3C(=O)N(c4cccc(C)c4C)C(=O)[C@H]23)cc1OC,8,-3,-12,-6,-2,3,-1,-7,-13,-6,-14
O=C1CSc2ccc(C(=O)O)cc2N1,0,6,4,-4,6,-32,1,-37,-13,12,-2
COC(=O)CC1Oc2ccccc2N(Cc2ccc(C)cc2)C1=O (stereo unspecified),-5,-9,7,-13,6,-1,12,-7,-31,7,2
CN=C(C)/C(C(=O)OC)=C(/O)c1ccc(Cl)cc1Cl,1,8,7,-3,5,45,11,2,-11,-2,1
O=S(=O)(c1ccc(F)cc1)N1CCc2ccccc21,-8,16,-9,-4,-8,9,5,5,20,9,-9
O=C(CCC(=O)N(CC(=O)NC1CCCCC1)Cc1ccco1)Nc1nccs1,8,-16,-7,-10,8,2,0,-4,-9,-20,-5
CCCCC(=O)OCC(=O)c1ccc(OCC)cc1,-5,-14,14,-10,0,-37,0,-8,-21,-18,6
CCc1nnc(NC(=O)CN2CCN(Cc3ccccc3C)CC2)s1,-2,-5,15,-1,2,18,2,1,21,-2,-16
CC1=C(C#N)C(c2cccnc2)C2=C(CCCC2=O)N1 (stereo unspecified),10,-3,17,-4,-6,1,3,-5,1,0,3
COc1ccc(C(C(=O)NC2CCCC2)N(C(=O)c2ccoc2C)c2cc(C)cc(C)c2)cc1 (stereo unspecified),20,-3,-2,-13,-9,13,5,5,-6,5,-7
CSc1ccc(S(=O)(=O)NCCSC(C)(C)C)cc1,23,-3,14,-4,-1,23,-11,8,-2,5,7
CC(=O)Nc1cncc(-c2cccc(C(=O)N3CCOCC3)c2)n1,7,-12,2,.,18,1,-3,16,-12,15,4
O=C(N/N=C/c1cc(Br)c(O)c(Br)c1O)c1cccnc1,-45,10,1,5,2,30,18,-21,-2,-5,5
COc1ccc(C2/C(=C(\O)c3ccc4c(c3)OCCO4)C(=O)C(=O)N2c2nc(C)c(C(C)=O)s2)cc1 (stereo unspecified),4,-32,-1,11,-4,20,0,0,-38,-77,1
COc1ccc(NC(=O)CN2C(=O)c3cccc4cccc2c34)cc1OC,-6,13,5,10,-16,18,18,1,15,-5,-4
C=C(C)C(=O)Oc1ccc(N=Nc2ccc(C)cc2)ccc1=O,-97,3,-34,.,-2,29,16,-41,-35,59*,-31
COC(=O)CCS(=O)(=O)c1cc(Cl)ccc1Cl,5,5,4,3,7,-53,2,-7,-2,-16,-4
O=C(Nc1cccn(Cc2c(Cl)cccc2Cl)c1=O)c1ccc(Cl)cc1Cl,-2,-10,-26,4,19,3,14,-2,16,64*,34
OC(CN1CCOCC1)c1ccc(F)cc1 (stereo unspecified),11,14,-8,8,-5,-3,-9,-6,-4,-1,1
O=C(NCc1ccco1)c1cc(-c2cccnc2)nc2ccc(Cl)cc12,12,-16,-7,-5,6,-14,-13,4,-3,2,-3
CCOc1cc(/C=C2\C(=O)N(CCC#N)N=C2C)ccc1OCC(N)=O,3,2,-1,2,-20,-3,-1,7,-43,18,25
O=C(Cc1c(F)cccc1Cl)Nc1ccc(S(=O)(=O)N2CCCC2)cc1,3,1,-19,-8,-4,6,-2,-37,-9,1,6
Cc1ccn2cc(-c3cccc(NC(=O)C(C)C)c3)nc2c1,-32,10,-82,-2,-11,-51,23,-92,-72,-34,-55
O=c1[nH]n(CCO)c(=O)c2cccnc12,10,-2,6,0,-5,-25,-2,-11,-4,13,8
O=C(NNC1=C(C(=O)C(F)(F)F)CCC1)c1cccc(Cl)c1,-64,-2,-171,6,6,-7,10,-71,-30,-56,-19
CCOC(=O)CSc1nc2cc(OCC)ccc2cc1C#N,-86,-1,-95,-36,3,-71,1,-42,-84,-10,-46
CCOC(=O)CCCCC(=O)c1[nH]c(=O)[nH]c1C[n+]1ccc(C)cc1,0,4,-11,-6,-5,4,-8,-8,-6,-13,-3
Cc1ccc(NS(=O)(=O)c2cc(NC(=O)c3cc4c(s3)CCCC4)ccc2C)c(C)c1,10,2,4,-14,-8,-1,2,4,18,42,-6
CCOc1ccccc1OCCN1CCC(Cc2ccccc2)CC1,-27,0,-8,0,10,7,8,3,5,-5,7
C=CCOC(=O)CN1C(=O)c2ccccc2C1=O,8,-3,20,-7,-13,-10,-6,-5,-12,-5,-21
CC(C)CC(=O)NC(=S)Nc1ccc(NC(=O)c2ccco2)cc1,9,-16,-19,3,5,26,-4,0,-4,-1,-5
Cc1ccc(-c2cc(C(=O)NCC3(N(C)C)CCCCC3)c3ccccc3n2)o1,0,-15,14,2,-8,25,13,6,-6,11,4
O=C(NCCS(=O)(=O)N1CCN(c2ccccc2)CC1)C1CCCCC1,0,7,22,4,-16,-1,-13,-4,-1,-10,-1
O=C(NCC1COc2ccccc2O1)c1cccc(S(=O)(=O)N2CCCCC2)c1 (stereo unspecified),1,3,7,0,7,-6,1,-23,17,-1,11
Cc1ccccc1-n1nc(C)c2cc(C(=O)NC3CC3)sc21,-4,17,-8,49*,-3,13,9,1,-17,-17,-19
Cc1cccc(OCC(=O)Nc2cc(C)c(C)cc2O)c1,-7,-7,5,-9,4,13,12,-35,-48,-6,-4
O=[N+]([O-])c1ccc(C[n+]2ccccc2)cc1,-3,1,-4,3,-3,2,-4,5,-20,7,-3
COCCn1c(=O)[nH]c2cc(C(=O)Nc3ccc(OC)c(Cl)c3)ccc2c1=O,0,-2,0,1,-2,21,8,-27,-2,34,.
O=C(NCCc1ccc2c(c1)OCCO2)c1cc2ccccc2o1,-2,2,8,-34,7,9,-16,-4,-17,-2,-2
CCCCCCC[C@@H](C/C=C/CCC(=O)O)OC,13,-9,21,-6,22,18,-15,11,-17,0,-9
COc1ccc(NC(=O)CSCC(=O)N(C)Cc2c(F)cccc2Cl)cc1,24,6,11,0,0,14,-6,-7,6,9,-19
CN1CCN(c2nc3c(c(=O)[nH]c(=O)n3C)n2CCOc2ccccc2)CC1,17,10,2,5,-2,-6,21,-6,-18,-6,-3
COc1ccc(NC(=O)c2oc3ccccc3c2NC(=O)c2ccc(OC)c(OC)c2)c(OC)c1,11,42,14,-5,-21,-2,-7,-24,5,-33,19
O=C(O)CCc1ccc(-c2ccccc2)n1NC(=O)c1sc2ccccc2c1Cl,-18,4,-4,-1,-1,-6,-7,-12,3,19,-20
Cc1ccc(C)c(NC(=S)NC2CC3CCC(C2)N3Cc2ccco2)c1 (stereo unspecified),6,-16,17,-3,0,7,27,-3,-2,2,23
Cc1cc2cc3c(cc2nc1SCC(=O)O)OCCO3,5,6,4,-11,0,24,-2,-3,-1,-5,-10
O=C(CSC1=NCCS1)N1CCCC1,-3,5,-2,-9,10,-5,-8,-4,-9,-4,-3
CCc1nc(N2CCN(C(=O)CCCl)CC2)c2c3c(sc2n1)CCCC3,-5,-2,20,-3,-12,11,-1,-2,-16,7,16
Nc1nnc(COc2ccc(Br)cc2Br)s1,-40,20,-84,-48,-24,-48,13,-70,-31,-21,-13
C=CCOC(=O)C1=C(C)NC(C)=C(C(=O)OCC=C)C1c1cccs1,2,0,6,-3,-1,2,-7,3,-11,20,.
CC1CCCN(C(C(=O)Nc2ccc(C(C)C)cc2)c2ccc3c(c2)OCO3)C1 (stereo unspecified),-6,28,-10,2,-8,-20,28,12,-29,-12,-6
CCCc1cc(=O)[nH]c(SCC(=O)Nc2ccc(N3CCCCC3)cc2)n1,-1,-16,-13,-4,5,22,-5,2,-14,-2,9
COc1cccc(-c2cc(CNC(=O)[C@H]3O[C@@H](n4ccc(=O)[nH]c4=O)[C@H](O)[C@@H]3O)no2)c1,2,8,0,.,-14,30,9,-5,7,-16,-8
CC(C)CCn1c(SCC(=O)c2ccccc2)nc2c1c(=O)[nH]c(=O)n2C,1,-2,10,2,4,8,-1,5,-7,0,3
COc1ccc(CNC(=O)c2c(-c3cc(Cl)c(OC)c(Cl)c3)noc2C)cc1,-10,-12,11,-4,-8,-13,-7,5,6,-12,9
Cc1cc(NC(=O)C2CC(c3ccc(F)cc3)=NO2)no1 (stereo unspecified),-20,-21,7,3,3,10,-4,-11,-17,-4,-23

# Grouped by structure: the entries above with a furan ring, fused or not
SMILES,NCOA3 inh,CF NFkB inh,NR5A2 inv ag,EBV LMP1 NFkB,KKLEB cytotox,Shn3 3UTR inh,C8 TRAIL sens,NCOA1 inh,TROY signal inh,TWEAK-Fn14 inh,COUP-TFII inh
O=C(CCC(=O)N(CC(=O)NC1CCCCC1)Cc1ccco1)Nc1nccs1,8,-16,-7,-10,8,2,0,-4,-9,-20,-5
COc1ccc(C(C(=O)NC2CCCC2)N(C(=O)c2ccoc2C)c2cc(C)cc(C)c2)cc1 (stereo unspecified),20,-3,-2,-13,-9,13,5,5,-6,5,-7
O=C(NCc1ccco1)c1cc(-c2cccnc2)nc2ccc(Cl)cc12,12,-16,-7,-5,6,-14,-13,4,-3,2,-3
CC(C)CC(=O)NC(=S)Nc1ccc(NC(=O)c2ccco2)cc1,9,-16,-19,3,5,26,-4,0,-4,-1,-5
Cc1ccc(-c2cc(C(=O)NCC3(N(C)C)CCCCC3)c3ccccc3n2)o1,0,-15,14,2,-8,25,13,6,-6,11,4
O=C(NCCc1ccc2c(c1)OCCO2)c1cc2ccccc2o1,-2,2,8,-34,7,9,-16,-4,-17,-2,-2
COc1ccc(NC(=O)c2oc3ccccc3c2NC(=O)c2ccc(OC)c(OC)c2)c(OC)c1,11,42,14,-5,-21,-2,-7,-24,5,-33,19
Cc1ccc(C)c(NC(=S)NC2CC3CCC(C2)N3Cc2ccco2)c1 (stereo unspecified),6,-16,17,-3,0,7,27,-3,-2,2,23

# This is a subset, so the mix of outcomes need not match the whole.
